Source: PubChem (several laboratories)
RSV CPE inhibition – RSV antiviral activity via CPE protection, HEp-2 cells, primary 10 µM value included (AID 2391). 310,000 tested, 0.13% active. CPE inhibition, % at 10 µM; hits with a dose series show IC50 in µM. HEp-2 cells, RSV-induced CPE inhibition; higher % means a stronger effect; in the data active means a potency from the dose series; inconclusive means CPE inhibition mostly from about 23% at the one dose, without a potency; inactive means the rest, 99 in 100 with CPE inhibition below about 21%; further: strong numbers were not always called active
GPR55 LPI antagonism – GPR55 antagonists blocking LPI-driven arrestin recruitment, primary screen, imaging, U2OS, beta-arrestin-GFP, LPI agonist (AID 2013); G-protein coupled receptor 55 (Homo sapiens); U2OS GPR55 beta-arrestin-GFP translocation imaging, LPI antagonism; higher % means a stronger effect; inhibition, % at 10 µM, or IC50 in µM where a hit was titrated; 290,000 tested, 0.13% active;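 active means spots per cell inhibited over 60%, with over 100 cells counted and total cytoplasm intensity under 500,000; inconclusive means wells with under 100 cells, flagged as likely toxic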;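 further: U2OS cells stably carrying GPR55 and arrestin-GFP stimulated by 5 µM LPI near EC80; imaged beta-arrestin-GFP aggregate spots per cell after agonist stimulation; plate controls were LPI-stimulated DMSO wells for no effect and DMSO wells without LPI for full effect; some results filed as inactive read as strong as hits; confirmed hits need IC50 under 10 µM and bright autofluorescent wells are also inconclusive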
HIV fusion peptide – inhibitors of HIV fusion peptide binding, primary screen, biochemical, uHTS, fluorescence dequenching (AID 1986) | cell-free peptide binding, fluorescence dequenching, 30 min; higher % means a stronger effect | one-dose inhibition, % at 20 µM; IC50 in µM for titrated hits | 290,000 tested, 0.3% active; in the data active means inhibition mostly above about 52%, no sharp cut-off; inactive means mostly below about 76%; further: some results filed as inactive read as strong as hits
SV40 large T antigen – SV40 large T antigen inhibitors, biochemical (AID 1903) | SV40 large T antigen ATPase/helicase inhibition assay; higher % means a stronger effect | inhibition, % at 20 µM; hits with a dose series show IC50 in µM | 310,000 tested, 0.39% active; in the data active means a potency from the dose series; inconclusive means inhibition mostly from about 32% at the one dose, without a potency; inactive means the rest, 99 in 100 with inhibition below about 32%; further: strong numbers were not always called active
UTI89 phage lysis – inhibition of K1F phage lysis, E. coli UTI89, bacterial capsule biogenesis inhibitors, alamar blue (AID 488966); inhibition, % at 100 µM; hits with a dose series show IC50 in µM; 340,000 tested, 0.02% active; E. coli UTI89 K1F phage lysis, alamar blue, 2 h; higher % means a stronger effect;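 active means phage lysis inhibition, versus mean bacterial control, above a set limit; inconclusive means no clear call, values can overlap the other calls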;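 further: capsule biogenesis inhibitors block K1F phage lysis so surviving cells raise fluorescence; higher fluorescence means more inhibition of phage lysis; actives were called in the ten point dose series up to 300 µM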
NS5 inhibitors – Dengue-2 NS5 methyltransferase inhibitors, primary screen, biochemical, confirmation dose response (AID 588689). 340,000 tested, 0.3% active. Genome polyprotein (Dengue virus type 2 (strain 16681-PDK53)). one-dose inhibition, % at 25 µM; IC50 in µM for titrated hits. Dengue-2 NS5 methyltransferase capping enzyme assay, biochemical; higher % means a stronger effect; in the data active means a potency from the dose series; inconclusive means inhibition above about 29% without an active follow-up result
Rac1 GTP hydrolysis – MgcRacGAP GTPase-activating activity inhibitors, confirmation, biochemical, ADP Hunter fluorescence | Rac GTPase-activating protein 1 (Homo sapiens) | MgcRacGAP-stimulated Rac1 GTP hydrolysis, ADP Hunter fluorescence; higher % means a stronger effect; GST-tagged Rac1 F28L mutant substrate | inhibition, % at 30 µM; hits with a dose series show IC50 in µM | 340,000 tested, 0.6% active | AID 624330, 2012;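 active means first-screen hits whose inhibition reached a set limit at any dose in the follow-up dose series; inconclusive means inhibition above the set first-screen limit but never retested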;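 further: fluorescence reports GDP produced by GAP-driven GTP hydrolysis; strong numbers were not always called active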
Salmonella PhoP GFP – inhibitors of PhoP regulon expression, primary screen, Salmonella Typhimurium, GFP reporter (AID 1863) | S. Typhimurium PhoP-regulated promoter GFP reporter, 4 h; higher % means a stronger effect | one-dose inhibition, % at 50 µM; IC50 in µM for titrated hits | 300,000 tested, 0.16% active;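 active means inhibition over 29.93%, a cutoff 3 SD above the screen mean, later confirmed by dose response; inconclusive means inhibition over 29.93% but no dose response follow-up; inactive means inhibition at most 29.93% or unconfirmed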;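 further: 0% = low Mg2+ inducing control and 100% = high Mg2+ repressing control; strong numbers were not always called active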
GPR35 arrestin U2OS – GPR35 antagonists blocking zaprinast-driven arrestin recruitment, primary screen, imaging, U2OS, beta-arrestin-GFP, zaprinast agonist (AID 2058). G-protein coupled receptor 35 (Homo sapiens). 290,000 tested, 0.052% active. inhibition, % at 10 µM, or IC50 in µM where a hit was titrated. U2OS GPR35 beta-arrestin-GFP translocation imaging, zaprinast antagonism; higher % means a stronger effect;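 active means inhibition of at least 50% with at least 30 cells and total cytoplasm GFP at most 10,000,000; inconclusive means under 30 cells or total GFP of 10,000,000 plus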
NS5 inhibitors pilot replicate – recorded beside NS5 inhibitors, whose call it bears; inhibition, %; measured here: pilot screen replicate inhibition
Starred values were filed as active, the others as inactive; ? = inconclusive; / = no result given; [ ] = another dose, or the depositor's remark.

SMILES | RSV CPE inhibition | GPR55 LPI antagonism | HIV fusion peptide | SV40 large T antigen | UTI89 phage lysis | NS5 inhibitors | Rac1 GTP hydrolysis | Salmonella PhoP GFP | GPR35 arrestin U2OS | others
CCS(=O)(=O)N1Cc2ccccc2CC1C(=O)Nc1nc2ccc(F)cc2s1 (configuration not stated) | 8.4% | -8% | 6.1% | 7% | 0.9%[50 µM] | 1% | 8% | 21% | -5%
CC(C)(C)NC(=O)c1ccc2c(c1)N(CC(=O)N1CCCC1)C(=O)C(C)(C)O2 | 1.2% | -29% | 0.8% | 6% | 1.5% | -5% | 5% | 5% | 11%
CCOC(=O)/C(C#N)=C\c1ccc(CC)s1 | 2.9% | -10% | -1.4% | 3% | 1.4% | 0% | 6% | -5% | -4%
COc1ccc(NC(=O)c2onc(C)c2Cl)cc1OC | 2.8% | 4% | -0.7% | 2% | -1.2% | 6% | 0% | 2% | -6%
O=C(c1cc(-c2ccco2)on1)N1CCOCC1 | 2.1% | 23% | -0.7% | 7% | 3.2% | -6% | 3% | 7% | 5%
CN(C)CCCNc1ccc(-c2nn(C)c(=O)c3ccccc23)cc1[N+](=O)[O-] | -3.4% | -1% | -1.3% | 15% | 2.2% | -7% | 10% | -4% | -18%
O=C1CSC(c2cccnc2)N1c1ccc(F)cc1 (configuration not stated) | 0.2% | ? | -1.9% | 21% | 0.3% | -3% | 5% | 8% | -7%
COCC(=O)N1CCC(Oc2ccc(C(=O)N(C)Cc3nccs3)cc2)CC1 | 1.2% | 20% | 1.2% | 16% | 2.1%[50 µM] | -1% | 3% | -5% | 0%
O=C(N/N=C/c1ccc(Cl)cc1Cl)c1ccc(-n2cnnn2)cc1 | 1.3% | / | / | / | 0.8%[50 µM] | -7% | 0% | / | /
CC(=O)N1CCc2cc(C(=O)CN3CCC(C)CC3)ccc21 | 0.4% | 11% | 0.6% | 8% | -0.9% | -6% | -7% | 4% | -24%
COc1cc(NC(=O)c2ccccc2-c2ccccc2)cc(OC)c1OC | 2.1% | 2% | 0.0% | 2% | / | / | / | 2% | 12%
COc1ccc(OC2C(=O)N(Cc3ccc4c(c3)OCO4)C2c2sccc2C)cc1 (configuration not stated) | 1.1% | 22% | -2.9% | -3% | -0.3% | -3% | -3% | -8% | -7%
CC1CCC/C(=N\NC(=S)Nc2ccccc2)C1 (configuration not stated) | 2.4% | 0% | -3.9% | 7% | 7.2% | -4% | 10% | -2% | 1%
O=C(NCCC1=CCCCC1)C1CCCN(S(=O)(=O)c2ccccc2)C1 (configuration not stated) | 0.1% | -8% | -2.1% | 1% | 0.4% | -7% | 8% | 2% | 0%
c1ccc(C2CC(c3cccs3)n3nnnc3N2)cc1 (configuration not stated) | 0.6% | 2% | -3.2% | 5% | 0.1% | -1% | 2% | -3% | 0%
N#Cc1c2nc3ccccc3nc2n2cc(NC(=O)c3ccc(F)cc3)ccc12 | / | -13% | 77% | 22% | 0.2% | ? | 9% | -14% | 19%
CCOC(=O)c1cccc(NC(=O)/C=C/c2ccc([N+](=O)[O-])cc2)c1 | 10% | 8% | 1.0% | 5% | 4.8% | -7% | 4% | -16% | 2%
CCCCN(CC)CCCNC(=O)C1CCN(c2ncnc3c2sc2cccc(F)c23)CC1 | -3.0% | 4% | 0.0% | 7% | -0.1% | -5% | 17% | 5% | 0%
O=C(NCc1ccc(Cl)cc1)c1ccc(Cl)cc1[N+](=O)[O-] | 1.6% | 6% | 1.4% | 9% | 4.3% | 5% | 8% | -9% | -10%
CC(=O)[C@@]1(O)[C@H](C)CC2C3CC=C4CC(OP(=O)(O)O)CC[C@]4(C)C3CC[C@@]21C (some centres not stated) | 0.1% | -3% | 2.6% | 5% | -1.6%[50 µM] | 3% | 4% | 1% | 5%
CCc1ccc(-c2nn(-c3cc(Cl)ccc3[N+](=O)[O-])c(=O)c3ccccc23)cc1 | / | -7% | 0.1% | 0% | 0.3% | -5% | 10% | 16% | -2%
CN(C)C(=O)C1C2NC(=S)N(c3ccc(Cl)cc3)C1(C)Oc1ccc(Cl)cc12 (configuration not stated) | -2.3% | -5% | -1.1% | 11% | 0.2% | -4% | 1% | -6% | -15%
Cc1cccc(NC(=O)c2cc(=O)c3ccccc3o2)n1 | -0.2% | 5% | 0.7% | 16% | 0.5% | 4% | 8% | 5% | 1% | NS5 inhibitors pilot replicate=1.2
COc1ccccc1CCNC(=O)c1ccc(NC(=O)CC2SC(N3CCCC3)=NC2=O)cc1 (configuration not stated) | -1.0% | / | / | 16% | 0.4%[50 µM] | -6% | 6% | 5% | /
O=C(CCCN1C(=O)/C(=C\c2cccc(Br)c2)SC1=S)Nc1cccnc1 | 14% | 3% | -1.1% | 8% | -0.1% | 3% | 6% | 10% | -10%
CCC(C)N1C(=S)SC(C)(C)C1N(O)C(=O)NC1CCCCC1 (configuration not stated) | 0.5% | -2% | -0.7% | 4% | 0.5% | -1% | 6% | -7% | -4%
Cc1ccc(S(=O)(=O)CC(=O)Nc2cc(C)on2)cc1 | 0.4% | 6% | -2.4% | 3% | 0.3% | -10% | 5% | 4% | 2%
Cc1ccc(-c2cc(C(=O)N3CC4(C)CC3CC(C)(C)C4)no2)cc1 (configuration not stated) | 15% | 12% | 1.7% | 20% | 1.2%[50 µM] | 3% | -3% | -5% | -4%
CC1CCN(S(=O)(=O)c2cccc(C(=O)Nc3ccccc3)c2)CC1 | 1.7% | 10% | 1.4% | 1% | 0.6% | 1% | 11% | -4% | 20%
C=CCON/C(CCC)=C1\C(=O)C(C(=O)OC)C(C)(C)CC1=NC (configuration not stated) | -1.7% | 0% | 0.3% | 6% | 0.3% | -1% | 0% | -5% | -9%
COc1ccc(CN2C(=O)C(CC(C)C)Nc3ncnc(N4CCN(c5ccccn5)CC4)c32)cc1 (configuration not stated) | 1.8% | / | / | 21% | 0.1% | -6% | 8% | -5% | /
COc1ccc2c(C(=O)CN3CCC(C)CC3)c[nH]c2c1 | -1.2% | -8% | 0.4% | 11% | -0.5% | -1% | 1% | -26% | 0% | NS5 inhibitors pilot replicate=-4.2
CCCCNC(=S)NNC(=O)c1csc2ccccc12 | 1.4% | 0% | 0.1% | 25% | -0.1% | -10% | 11% | -8% | 17%
O=C(CC1Sc2ccccc2NC1=O)OC(C(=O)NCCc1ccccc1)c1cccnc1 (configuration not stated) | 2.3% | 6% | 3.4% | -2% | 3.2% | -3% | 5% | 7% | 4%
O=C(CSc1nnc(CNC(=O)c2cccs2)o1)NCc1ccc(F)cc1 | 1.2% | 5% | 2.6% | 10% | 3.3% | 4% | 3% | -1% | 0%
COCCNC(=O)C1CC2Cn3c(nc4cc5ccccc5cc43)C2N1C (configuration not stated) | 0.1% | -20% | -0.5% | -7% | 0.3% | -2% | 0% | -6% | -2%
CC1(C)CC(=O)C2=C(C1)Nc1ncnn1C2c1ccccn1 (configuration not stated) | 0.8% | -1% | -0.9% | -5% | 1.9% | -6% | 9% | -12% | -4%
CC(NC(=O)COc1cccnc1[N+](=O)[O-])c1ccc(Cl)cc1 (configuration not stated) | 0.7% | -5% | -0.2% | 7% | 0.1% | -12% | -7% | 0% | -5%
O=C(Nc1ccccc1N1CCCC1)c1cccc(F)c1 | 1.5% | -3% | -0.9% | 7% | -0.1% | 2% | 1% | 5% | 9% | NS5 inhibitors pilot replicate=-3.0
O=C(CSc1nc2ncc(Cl)cc2[nH]1)NCC(=O)Nc1ccc(F)c(F)c1F | 0.6% | -8% | -1.8% | 7% | 0.3% | 1% | 11% | 9% | 2%
Fc1ccccc1Cc1noc(CN2CCC(OCc3cccnc3)CC2)n1 | 1.9% | 4% | 2.4% | 6% | / | / | / | -1% | -2%
COc1cccc(NC(=O)CN(C)CC(=O)c2c(N)n(Cc3ccccc3)c(=O)n(C)c2=O)c1 | 0.3% | / | / | / | 0.2%[50 µM] | 2% | 4% | / | /
Cc1ccc(S(=O)(=O)NCCC(=O)N2CCN(c3cccc(Cl)c3)CC2)cc1C | 14% | 11% | -1.9% | 24% | -0.2% | 3% | 3% | 13% | 10%
Cc1[nH]c(=O)[nH]c1C(=O)CCCCC(=O)OCC(=O)Nc1ccccn1 | -0.6% | 5% | -1.2% | 1% | 0.5% | 1% | 1% | -5% | 6%
COc1cccc(NC(=O)c2cccnn2)c1 | -2.2% | 7% | -0.8% | 4% | -0.2% | -4% | -1% | -5% | 5%
CN1C2CCC1CC(NC(=O)c1ccc([N+](=O)[O-])cc1)C2 (configuration not stated) | -0.4% | 15% | 0.4% | 1% | -0.1% | 4% | -6% | 5% | -6%
O=C(CCCn1cc([N+](=O)[O-])cn1)NC1CCCCCC1 | 1.4% | 10% | 0.7% | 6% | -0.3% | -5% | -3% | 5% | -6%
CCN(C(=O)COC(=O)c1ccc(C)c(S(=O)(=O)N2CCOCC2)c1)C1CCS(=O)(=O)C1 (configuration not stated) | 3.4% | / | / | 23% | -0.1%[50 µM] | 10% | -2% | 8% | /
COCCN(CCOC)C(=O)c1cc2sc3ccccc3c2s1 | 1.1% | 11% | 3.3% | -2% | 0.9% | -2% | 13% | -1% | 4%
CCC(C)Sc1ccc(-c2nc3cnccn3c2NC2CCCCC2)cc1 (configuration not stated) | -3.9% | / | / | 6% | -0.5% | 0% | 1% | / | /
CC1(C)C(=O)NCCN1C(=O)CSc1nccc(-c2ccc(Br)cc2)n1 | 39% | -3% | 1.6% | -4% | -0.2% | -3% | 4% | -2% | -3%
NC(=O)CC(NC(=O)c1ccccc1)c1ccc(NCc2ccc(F)cc2)c([N+](=O)[O-])c1 (configuration not stated) | 7.5% | -4% | 0.3% | 6% | 1.3% | 7% | 3% | 6% | 3%
